ER stress surv = ER stress cell death inhibition | actives 0.33% (n = 48,000) | AID 1010 | relative survival (cellular ATP), % at 15 µg/mL (by protocol) | CSM14.1 thapsigargin ER stress survival, ATP luminescence;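 active = survival measured by cellular ATP above 50% at 15 µg/ml in the first screen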;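 also: cell death triggered by about 15 µM thapsigargin; ATP read 24 h after thapsigargin was added; plate controls were thapsigargin with DMSO for no effect and DMSO without thapsigargin for full effect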
* marks the source's active call; other numbers are inactive results. Only part of the results is shown. The share of hits here may be higher or lower than overall.

SMILES | ER stress surv
C=CCN1C(=O)/C(=C\c2ccc(OCc3ccc(COc4ccc(C=O)cc4OC)cc3)c(OC)c2)SC1=S | 2
N#C/C(C(=O)c1ccccc1)=C1/CCCN1 | 3
Cc1nc2ccccc2c(=O)n1/N=C/c1c(O)ccc2ccccc12 | 0
COc1ccc(Br)cc1C(=O)Nc1ccc(O)c(-c2nc3cc(C)c(C)cc3o2)c1 | -2
Cc1ccc(S(=O)(=O)N/N=C/c2[nH]c3ccccc3c2Cl)cc1 | 5
O=C1/C(=C/c2ccc(Cl)cc2)SC(=S)N1CCc1ccccc1 | 5
COc1ccc2c(c1)N(C(=O)CN1C(=O)c3ccccc3C1=O)C(C)(C)c1ssc(=S)c1-2 | 14
COc1ccccc1OCCOc1ccc(/C=C2/C(=O)NC(=O)N(c3ccccc3C)C2=O)cc1OC | 1
COc1ccc(Br)cc1C(=O)Nc1ccc(-c2nc3ncccc3o2)cc1 | -4
Cn1c(CC(O)c2ccccc2)nc2ccccc21 (stereo unspecified) | 9
CC(C)CN1C(=O)/C(=C/c2cccc(Oc3ccccc3)c2)SC1=S | -1
O=C(/C=C/c1ccc(Cl)cc1)Nc1ccc(I)cc1Cl | 6
O=C(Nc1ccc(F)cc1)c1sc2cc(Cl)ccc2c1Cl | 0
c1ccc(-c2nc(C3COc4ccccc4O3)cs2)cc1 (stereo unspecified) | 6
COc1ccc(C(=O)Nc2nc3c(C)cc(C)cc3s2)cc1Br | 0
CCOC(=O)N1CCN(C(=O)/C(=C/c2ccc3c(c2)OCO3)NC(=O)c2cccs2)CC1 | -2
CC(=O)Nc1nc(C)c(-c2csc(Nc3ncccn3)n2)s1 | 4
Cc1ccccc1S(=O)(=O)NNC(=O)c1ccccc1O | -2
Cc1cc(C)c2cccc(NC(=S)NC(=O)c3ccccc3)c2n1 | 1
CCCCNCCCOc1ccccc1CC | -8
COc1ccc(C2CC(=O)N(CCCN(C)C)C2)cc1 (stereo unspecified) | -2
CCOC(=O)CCCSc1nc2sc(C)c(C)c2c(=O)[nH]1 | 12
CC(C(=O)NCCCN1CCOCC1)(c1ccccc1)c1ccccc1 | 0
CC1CCN(S(=O)(=O)c2cccc3cccnc23)CC1 | 8
Cc1cc2c(cc1C)NC(c1cccc(C(F)(F)F)c1)C1=C(CC(C)(C)CC1=O)N2 (stereo unspecified) | 1
COc1ccc(-n2c(/C=C/N(C)C)c([N+](=O)[O-])c3ccc(O)c(COC(C)=O)c32)cc1 | 7
CC1(C)C(C=C(Cl)Cl)C1C(=O)ON1C(=O)CCC1=O (stereo unspecified) | 5
N#C/C(=C\c1cccc(O)c1)C(=O)Nc1ccc(F)cc1 | 6
CC(C)N(CC#CC(O)(c1ccccc1)c1ccccc1)C(C)C | -12
C=CCc1cc(/C=C2\C(=O)NC(=S)N(c3cccc(Br)c3)C2=O)cc(OC)c1O | 4
C/C(CC(=O)NC12CC3CC(CC(C3)C1)C2)=N\NC(=O)c1ccccc1I | -6
CCCCOc1ccc(-c2cnc(S(C)(=O)=O)nc2)cc1 | 21
Clc1cccc(CSc2nnc(-c3ccc(Cl)cc3Cl)o2)c1 | 0
Cc1cc([N+](=O)[O-])ccc1N=Cc1ccc(O)cc1O | 1
CC1=NN(c2ccccc2)C(=O)C1/C=C1\NC(=S)NC1=O (stereo unspecified) | -1
CCOC(=O)c1c(NC(=O)c2ccc(F)cc2)sc(C)c1CC | -1
O=C(NCCCOC(=O)c1ccccc1Br)c1ccccc1Br | 4
O=C(Nc1ccc(C(=O)Nc2ccc(Cl)cc2)cc1)c1ccccc1 | 2
Cc1cc(=O)oc2cc(OCC(=O)C(C)(C)C)ccc12 | -1
O=C(NC(=S)Nc1ccc(Br)cn1)c1ccco1 | 3
CC(=O)NC1=NC(=O)/C(=C\c2ccc(-c3ccc(Cl)c(C(=O)O)c3)o2)S1 | 2
N#C/C(=C(/O)CO/N=C/c1ccccc1Cl)c1nc2ccccc2[nH]1 | -4
COCCN1C(=O)/C(=C2/C(=O)N(C)c3ccccc32)SC1=S | 0
O=C1N=C(N2CCCC2)S/C1=C\c1ccccc1 | 2
Cc1ccc(-c2noc(-c3ccc(C)cc3)n2)cc1 | -4
COc1ccc(C(NC(=O)c2ccccc2)c2c(O)ccc3ccccc23)cc1 (stereo unspecified) | 13
CCCC(C)NS(=O)(=O)c1c(C)cc(C)cc1C (stereo unspecified) | 2
O=C(Nc1ccc(Oc2ccccc2)cc1)c1ccc([N+](=O)[O-])cc1 | 10
O=C(CNc1n[nH]c(=O)[nH]c1=O)N/N=C/c1c(Cl)cccc1Cl | -1
Cc1ccc2ccc(S(=O)(=O)n3nc(C)cc3C)cc2c1 | 2
CCOC(=O)c1c(NC(=O)c2ccncc2)sc2c1CC(C)(C)OC2 | 2
CC(C)Cn1c(=S)[nH]c2sc3c(c2c1=O)CC(C)(C)OC3 | 6
CCOc1cc(/C=C2/C(=O)NC(=O)N(c3ccc(C)cc3)C2=O)ccc1OC | 6
CC1(C)OC(=O)C(=Cc2ccc(-c3ccc(Cl)cc3Cl)o2)C(=O)O1 | 2
Cc1cccc(/C=N\NC(=O)c2ccccc2Cl)c1O | 8
Cc1cccc(OCC(=O)Nc2ccc(Cl)c(Cl)c2)c1 | 4
CCN1C(=O)/C(=C\c2ccc(C)cc2)SC1=S | 10
COc1ccc(OC)c(NC(=O)c2cc3ccccc3o2)c1 | 12
COc1cc(C(=S)N2CCOCC2)cc(OC)c1OC(=O)CCc1ccccc1 | -1
CC(=O)Oc1ccc2oc(C)c(C(=O)O)c2c1 | 2
Remaining list, next part:
SMILES | ER stress surv
COc1ccc(C)cc1N(CC(=O)O)S(C)(=O)=O | 0
CC1CCOP(=O)(C(Nc2ccc(C(C)C)cc2)c2ccc([N+](=O)[O-])cc2)O1 (stereo unspecified) | 3
NC(=O)c1cc(NC(=O)c2ccc(Cl)c(Cl)c2)cc(C(N)=O)c1 | 1
Clc1ccc(Nc2nc(N/N=C\c3cccnc3)nc(N3CCOCC3)n2)cc1 | 2
C=CCN1C(=O)/C(=C\c2ccc(C(=O)OC)cc2)C(C(=O)OC)=C1C | 9
Cc1ccc2oc(-c3cc(NC(=O)c4ccc(C(C)(C)C)cc4)ccc3O)nc2c1 | 8
COC(=O)C(NC(=O)c1ccccc1)c1ccccc1 (stereo unspecified) | -1
Cc1ccc(Nc2nc3ccc(C)cn3c(=O)c2/C=N/O)cc1 | 3
CN(C)c1ccc(/C=C2\SC(=S)N(NC(=O)c3ccccc3Cl)C2=O)cc1 | 10
Oc1ccc(-c2nc(-c3ccccc3)c(-c3cccs3)[nH]2)cc1O | -5
CC1=C(C(=O)OC(C)C)C(c2ccc(OCC(N)=O)cc2)NC(=O)N1 (stereo unspecified) | 1
CCNC(=O)CC1S/C(=N\N=C(/C)c2ccccc2)NC1=O (stereo unspecified) | 7
O=C(CSc1nc2ccccc2s1)Nc1nc2ccccc2s1 | 9
COc1ccc(C(=O)CC(c2ccc(C(C)C)cc2)S(=O)(=O)c2ccc(C)cc2)cc1 (stereo unspecified) | 10
COC(=O)COc1cc(Br)c(/C=C2\C(=O)NC(=O)N(c3cc(C)cc(C)c3)C2=O)cc1OC | 5

2 records drawn at random from the list so far:
SMILES | ER stress surv
CCOc1cc(/C=C2/C(=O)NC(=O)N(c3ccc(C)cc3)C2=O)ccc1OC | 6
COc1ccc(C(NC(=O)c2ccccc2)c2c(O)ccc3ccccc23)cc1 (stereo unspecified) | 13

Further entries.
SMILES | ER stress surv
COc1ccc(CNc2ccc3c(c2)ncn3-c2ccc(OC)cc2)cc1 | 2
Cc1cc(C)cc(NC(=O)C2CCCCC2)c1 | 14
NC(=O)c1ccc(CN2CCN(Cc3ccccc3)CC2)cc1 | 3
Cc1cc(Cl)ccc1OCC(=O)Nc1cccc(-c2nc3ncccc3o2)c1 | 5
CC1=C(C)CC2C(=O)C3=C(C(=O)C2C1)C1c2ccccc2C3c2ccccc21 (stereo unspecified) | -5
Cc1ccccc1NC(=O)c1cc2ccccc2c(/C=N/n2cnnc2)c1O | -7
CCOC(=O)C(C)Sc1nnnn1-c1ccccc1 (stereo unspecified) | 6
O=C(O)/C(=C/c1ccccc1)c1c(F)c(F)c(F)c(F)c1F | 9
O=C(O)c1cccc2c(=O)oc3ccccc3c12 | 3
CC1=C(C#N)c2nc(N)c(C#N)c(C)c2/C1=C\c1ccc(-c2ccccc2C(=O)O)o1 | 8
CC1=NN(c2cccc(F)c2)C(=O)/C1=C/c1cccs1 | 2
O=C(c1ccc(OCc2ccccc2)cc1)c1coc2ccc(O)cc12 | 9
Cc1nc2nc(-c3ccccc3)[nH]c2cc1Br | -6
O=C(CSc1nc2ccccc2c(=O)n1-c1ccccc1)Nc1ccc([N+](=O)[O-])cc1 | 11
Fc1ccc(Br)cc1C1Nc2cccc3cccc(c23)N1 | 3
COc1cccc2c1NC(c1ccccc1Br)C1CC=CC21 (stereo unspecified) | 0
CNS(=O)(=O)c1ccccc1C(=O)NNC1=NS(=O)(=O)c2ccccc21 | 5
Cc1ccccc1C(=O)NNC(=O)c1cccc2ccccc12 | 12
CCCCS(=O)CC(O)COCC (stereo unspecified) | 7
O=C(CCNS(=O)(=O)c1ccccc1[N+](=O)[O-])Nc1ccc(I)cc1 | 5
Cc1ccc(/C(O)=C2\C(=O)C(=O)N(c3ccc(O)cc3)C2c2ccc(C)cc2)cc1 (stereo unspecified) | 9
COc1cccc(N2C(=O)C(=O)/C(=C(\O)c3ccccc3)C2c2ccc(OC)c(OC)c2)c1 (stereo unspecified) | 15
CCn1c2ccccc2c2nnc(SCC(=O)Nc3nnc(C(C)C)s3)nc21 | 4
COC(=O)c1ccc(NC(=O)CC2CCC2)cc1 | 13
COc1cc(/C=C2/C(=O)NC(=S)N(c3ccccc3F)C2=O)ccc1OCc1ccc(C(=O)O)cc1 | 7
COCCNC(=O)C(=O)Nc1ccccc1F | 9
CCOc1cccc(/C=C2\C(=O)NN(c3ccccc3)C2=O)c1O | 7
O=C(Nc1nnc(-c2ccco2)s1)c1ccco1 | 3
O=C(NCCC1=CCCCC1)c1cc2ccccc2oc1=O | 4
O=S(=O)(O)c1cc(OS(=O)(=O)c2ccccc2)cc2ccccc12 | 5
CCn1c2ccccc2c2cc(C=Nc3cccc4c(=O)[nH][nH]c(=O)c34)ccc21 | 1
O=[N+]([O-])c1ccc(C2SCCN2S(=O)(=O)c2ccc3ccccc3c2)cc1 (stereo unspecified) | 12
COc1ccc(OC)c(-n2c(O)c(C=NCc3ccc(F)cc3)c(=O)[nH]c2=O)c1 | 0
COc1ccc(C2CC(c3ccc(F)cc3)=NN2c2ccccc2F)cc1OC (stereo unspecified) | 5
COc1ccc2c(c1)CC/C(=C\c1ccccc1)C2=O | 0
Oc1ccc(NC(=S)N=Nc2c(O)[nH]c3ccccc23)cc1 | 6
Cc1cc(-c2ccccc2)nc(N/N=C/c2ccc([N+](=O)[O-])cc2)n1 | 7
Cc1c(C#N)c2ncn(Cc3ccccc3)c(=O)c2n1-c1ccccc1 | 3
CCN(CC)CCCOc1ccc(I)cc1 | -20
CCN(CC)c1ccc(NC(=O)/C=C/c2ccc(OC)c(Br)c2)cc1 | 8
C=CCn1c(CCCN2C(=O)c3cccc4cccc(c34)C2=O)nnc1SC/C=C/c1ccccc1 | -3
CCOc1ccccc1NC(=O)c1c(N)sc2c1CCC2 | 5
O=C(NCCO)C(=O)Nc1ccccc1 | 2
Cc1cccc(CC2S/C(=N\N=C\c3cccc([N+](=O)[O-])c3)NC2=O)c1 (stereo unspecified) | 12
CCCN1CCC(=NNC(=O)CCC(=O)NN=C2CCN(CCC)CC2)CC1 | -3
Cc1ccc(-c2csc(N)n2)c(C)c1 | 0
Cc1c(C(=O)Nc2ccccc2-c2ccccc2)cccc1[N+](=O)[O-] | 10
O=c1oc2ccc(O)c(-c3ccccc3Cl)c2s1 | 2
COc1ccc(N2C(=O)C(Cl)=C(Nc3ccccc3F)C2=O)cc1 | 13
O=C(O)/C=C/C(=O)NNC(=O)c1cc(O)cc(O)c1 | -2
CS(=O)(=O)N(CC(=O)Nc1cccc(Br)c1)c1ccc(Oc2ccccc2)cc1 | 4
COc1ccc(-n2c(CCN3C(=O)c4ccccc4C3=O)nc3ccccc3c2=O)cc1 | -1
Cc1c(N/C=C/C(=O)c2ccc(Br)cc2)c(=O)n(-c2ccccc2)n1C | 21
Cc1ccc(OCC(=O)Nc2ccc(C(=O)Nc3cccc(O)c3)cc2)cc1C | 3
Cc1ccc(SCCNC(=O)c2cccc(Cl)c2)cc1 | 9

Molecules above containing four or more nitrogen atoms:
SMILES | ER stress surv
CC(=O)Nc1nc(C)c(-c2csc(Nc3ncccn3)n2)s1 | 4
CC1=NN(c2ccccc2)C(=O)C1/C=C1\NC(=S)NC1=O (stereo unspecified) | -1
N#C/C(=C(/O)CO/N=C/c1ccccc1Cl)c1nc2ccccc2[nH]1 | -4
O=C(CNc1n[nH]c(=O)[nH]c1=O)N/N=C/c1c(Cl)cccc1Cl | -1
Clc1ccc(Nc2nc(N/N=C\c3cccnc3)nc(N3CCOCC3)n2)cc1 | 2
Cc1ccc(Nc2nc3ccc(C)cn3c(=O)c2/C=N/O)cc1 | 3
CCNC(=O)CC1S/C(=N\N=C(/C)c2ccccc2)NC1=O (stereo unspecified) | 7
Cc1ccccc1NC(=O)c1cc2ccccc2c(/C=N/n2cnnc2)c1O | -7
CCOC(=O)C(C)Sc1nnnn1-c1ccccc1 (stereo unspecified) | 6
CC1=C(C#N)c2nc(N)c(C#N)c(C)c2/C1=C\c1ccc(-c2ccccc2C(=O)O)o1 | 8
O=C(CSc1nc2ccccc2c(=O)n1-c1ccccc1)Nc1ccc([N+](=O)[O-])cc1 | 11
CNS(=O)(=O)c1ccccc1C(=O)NNC1=NS(=O)(=O)c2ccccc21 | 5
CCn1c2ccccc2c2nnc(SCC(=O)Nc3nnc(C(C)C)s3)nc21 | 4
CCn1c2ccccc2c2cc(C=Nc3cccc4c(=O)[nH][nH]c(=O)c34)ccc21 | 1
Oc1ccc(NC(=S)N=Nc2c(O)[nH]c3ccccc23)cc1 | 6
Cc1cc(-c2ccccc2)nc(N/N=C/c2ccc([N+](=O)[O-])cc2)n1 | 7
Cc1c(C#N)c2ncn(Cc3ccccc3)c(=O)c2n1-c1ccccc1 | 3
C=CCn1c(CCCN2C(=O)c3cccc4cccc(c34)C2=O)nnc1SC/C=C/c1ccccc1 | -3
Cc1cccc(CC2S/C(=N\N=C\c3cccc([N+](=O)[O-])c3)NC2=O)c1 (stereo unspecified) | 12
CCCN1CCC(=NNC(=O)CCC(=O)NN=C2CCN(CCC)CC2)CC1 | -3

Screening results (PubChem BioAssay)
